# Rin1-Abl PPI inh = inhibitors of human Rin1-Abl protein interaction; P00519+Q13671; TR-FRET Rin1/Abl binding, biochemical; inhibition, % at 7.35 µM; 360,000 compounds, 0.4% hits; AID 588664; in the data active = inhibition above about 5%, passing the limit was not always enough
# PABP1 MLLE inh = inhibitors of microRNA-mediated deadenylation, human PABP1 MLLE binding | AID 588489 | P11940 | inhibition, % at 20 µM | GST-MLLE / FITC-PAM2 fluorescence polarization | 360,000 compounds, 0.36% hits; in the data active = inhibition above about 35%, passing the limit was not always enough;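 note: plate controls were DMSO wells with GST-MLLE for no effect and wells lacking GST-MLLE protein for full effect; some results filed as inactive read as strong as hits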
# Target sequence (P11940 whole entry, looked up): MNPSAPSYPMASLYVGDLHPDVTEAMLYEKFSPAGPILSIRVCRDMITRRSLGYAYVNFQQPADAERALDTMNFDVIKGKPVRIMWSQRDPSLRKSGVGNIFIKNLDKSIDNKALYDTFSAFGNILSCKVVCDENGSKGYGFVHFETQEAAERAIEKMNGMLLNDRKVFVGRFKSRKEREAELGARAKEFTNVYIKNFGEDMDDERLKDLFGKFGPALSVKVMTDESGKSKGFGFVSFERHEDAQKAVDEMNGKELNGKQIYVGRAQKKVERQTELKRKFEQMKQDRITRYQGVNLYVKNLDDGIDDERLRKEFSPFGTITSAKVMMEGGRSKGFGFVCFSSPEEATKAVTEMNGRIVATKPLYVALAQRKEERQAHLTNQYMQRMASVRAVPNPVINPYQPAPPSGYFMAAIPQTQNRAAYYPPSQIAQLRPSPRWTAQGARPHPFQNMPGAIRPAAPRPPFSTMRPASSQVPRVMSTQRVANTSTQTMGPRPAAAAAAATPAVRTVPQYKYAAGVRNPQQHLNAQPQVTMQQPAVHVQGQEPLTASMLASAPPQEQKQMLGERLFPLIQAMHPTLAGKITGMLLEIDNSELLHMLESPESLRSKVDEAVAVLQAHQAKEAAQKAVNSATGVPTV
# FAS TE block = inhibitors of human fatty acid synthase thioesterase domain. 360,000 compounds, 0.67% hits. P49327. inhibition, % at 15 µM. recombinant FAS-TE, OMFH fluorogenic substrate, fluorescence endpoint;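 active = compounds whose normalised, plate-corrected inhibition of enzyme fluorescence in the single-dose primary screen is 50% or more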;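 note: 0% = DMSO with enzyme and 100% = substrate without enzyme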
# eLon inh = E. coli protease La inhibition | P0A9M0 | 360,000 compounds, 0.42% hits | purified E. coli Lon protease, fluorescence polarization | inhibition, % at 7.94 µM; in the data active = inhibition above about 13%, passing the limit was not always enough;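 note: 0% = enzyme with probe and DMSO and 100% = no enzyme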
# Neddyl block = cullin neddylation inhibition. P61081+Q13564. TR-FRET cullin neddylation, biochemical. calls only at 25 µM. 360,000 compounds, 0.58% hits; in the data active = inhibition above about 36%
# MsrA act = activates bovine MsrA enzyme; purified bovine MsrA, absorbance read-out; activation, % at 10.6 µM; 360,000 compounds, 0.3% hits; AID 602163; in the data active = activation above about 7.5%;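 note: 0% = vehicle and 100% = reference activator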
# SKN-1 block = blocks SKN-1 activity in C. elegans; C. elegans VP596 Pgst-4::GFP/RFP ratio, acrylamide-induced, 24 h; inhibition, % at 21.8 µM; 360,000 compounds, 0.49% hits; AID 624304;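 active = interference check ratio from 0.5 to 1.5 plus GFP to RFP signal ratio inhibition reaching or exceeding a fixed threshold, cut at about 30% in these data, passing the limit was not always enough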; note: some compounds called inactive have numbers as strong as hits
# MT1-MMP act inh = MT1-MMP (human) activation inhibition | 360,000 compounds, 0.061% hits | P50281 | GFP/RFP ratio change, % at 20 µM | HT1080 RFP-PRO-GFP cells, GFP/RFP ratio fluorescence, overnight; percent of plate control window, DMSO zero;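 active = GFP/RFP ratio change of at least 30% with cell ATP level not reduced by more than half and red fluorescence within 50% of control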; note: strong numbers were not always called active
#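 Assay system: HT1080 RFP-PRO-GFP cells | Dosing: 20 µM single dose, 1% DMSO | Incubation: Cells overnight before dosing, compound overnight, 37 °C, 5% CO2 | Evaluation: GFP/RFP fluorescence ratio | Control set: DMSO-only wells and HT1080 RFP-L50D-GFP cell wells as references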
# CendR NRP1 mod = alters CendR peptide binding to human NRP-1; inhibition, % at 25 µM; AID 602438; 360,000 compounds, 0.85% hits; FAM-RPARPAR peptide binding to NRP-1, fluorescence polarization;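 active = inhibition or corrected inhibition above about 18%, plus a signal ratio from 0.5 to 1.5, limit read from the data, passing the limit was not always enough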; note: strong numbers were not always called active
# * marks the source's active call; other numbers are inactive results; i = inactive; . = no result given; + = active, no number.
SMILES,Rin1-Abl PPI inh,PABP1 MLLE inh,FAS TE block,eLon inh,Neddyl block,MsrA act,SKN-1 block,MT1-MMP act inh,CendR NRP1 mod
CCCCCCC/C(C)=N/NC(=O)CC(=O)NCCc1ccccc1,-3,-4,9,-7,i,3,-5,-1,10
C[C@@H]1CCCCO[C@H](CN(C)Cc2ccc(C(=O)O)cc2)[C@H](C)CN([C@@H](C)CO)C(=O)c2cc(NC(=O)Nc3ccc(C(F)(F)F)cc3)ccc2O1,7,-11,-1,1,i,-8,-12,6,-2
O=C(Nc1cccc(Cl)c1)N1CCOCC1,1,-2,-5,-1,i,-8,-1,2,-3
COc1cc(C(=O)NCC(=O)Nc2ccc(F)c(F)c2)ccc1OCC(=O)N1CCOCC1,0,-46,-6,-8,i,0,4,-3,2
CCN(CC)c1ccc(NC(=O)CN2C(=O)NC3(CCc4ccccc43)C2=O)cc1 (configuration not stated),2,5,-2,-6,i,-4,-4,-2,2
COc1cc2cc(C)c(Br)c(OC)c2cc1OC,-4,6,12,2,i,-9,18,2,-3
COc1ccc(S(=O)(=O)N2CCOC2CNC(=O)C(=O)NCc2ccccc2Cl)cc1 (configuration not stated),-2,0,5,2,i,-2,-3,-1,3
CC(=O)N1CCc2cc(C(=O)CN3CCCCC3)ccc21,0,0,-1,-6,i,2,3,1,-2
COC(=O)c1sccc1NC(=S)N1CCN(c2ccccc2F)CC1,-2,-39,36,18,i,-10,3,-2,6
COc1ccc(C(NC(=O)c2ccc(=O)[nH]c2)C(=O)Nc2ccc(C(C)C)cc2)cc1 (configuration not stated),3,-21,0,-3,i,-1,1,4,9
CC1CN(C(=O)CCC(=O)NCc2ccc(Cl)cc2)c2ccccc2S1 (configuration not stated),3,-8,6,0,i,-10,5,0,-25
O=c1cc(CN2CCN(C/C=C/c3ccccc3)CC2)c2cc(O)c(-c3ccccc3)cc2o1,1,-2,-7,-4,i,0,8,-9,5
COc1ccc(NC(=O)c2ccc(NC(=O)CSc3nccc(=O)[nH]3)cc2)cc1,0,-1,-7,2,i,-5,-6,0,0
COc1cc(NC(=O)CN(c2cc(C)cc(C)c2)S(=O)(=O)c2c(C)noc2C)cc(OC)c1,-1,0,14,-2,i,-4,0,-7,1
c1ccc(CNc2nc3ccccc3n2CCN2CCOCC2)nc1,2,7,-5,-5,i,-2,3,4,7

# A stretch from further up, as a working copy:
SMILES,Rin1-Abl PPI inh,PABP1 MLLE inh,FAS TE block,eLon inh,Neddyl block,MsrA act,SKN-1 block,MT1-MMP act inh,CendR NRP1 mod
COc1cc(NC(=O)CN(c2cc(C)cc(C)c2)S(=O)(=O)c2c(C)noc2C)cc(OC)c1,-1,0,14,-2,i,-4,0,-7,1
c1ccc(CNc2nc3ccccc3n2CCN2CCOCC2)nc1,2,7,-5,-5,i,-2,3,4,7

# Following part:
SMILES,Rin1-Abl PPI inh,PABP1 MLLE inh,FAS TE block,eLon inh,Neddyl block,MsrA act,SKN-1 block,MT1-MMP act inh,CendR NRP1 mod
CC(=O)Nc1ccc(OC(=O)c2cc3cc(Br)ccc3oc2=O)cc1,-5,0,-8,5,i,-2,0,-8,-4
Cc1ccc2nc(SCC(=O)Nc3cccc(S(=O)(=O)N(C)C)c3)[nH]c2c1,3,-35,11,-6,i,-1,-1,0,-5
Cc1csc(NC(=O)CSc2ncnc3c2cnn3-c2ccccc2Cl)n1,0,12,-2,-5,i,2,-14,-6,4
Cc1ccccc1Nc1nc(CSc2nnnn2-c2ccccc2)cs1,0,-26,5,-18,i,-1,22,0,-44
CCOCC(=O)NC1CCc2cc(OC)c(OC)c(OC)c2-c2ccc(SC)c(=O)cc21 (configuration not stated),2,4,-4,-3,i,-13,1,.,4
CSCC[C@H](NC(=O)Cc1ccc(Cl)cc1)C(=O)N1CCC2(CC1)NCCc1[nH]cnc12,2,-3,1,-4,i,-1,5,-1,11
Cc1nc2ccc(C(=O)O)cc2nc1C,-1,-1,-7,4,i,-2,4,-1,5
O=C(Nc1nnc(C2CCCCC2)s1)C1CC(=O)N(c2ccc(F)cc2)C1 (configuration not stated),0,-13,1,-1,i,-1,1,2,5
C/C=N/N(c1ccccc1)c1ccccc1,2,3,0,-1,i,-2,3,0,9
CC(C)C(NC(=O)c1c(F)cccc1F)C(=O)N1CCN(S(=O)(=O)/C=C/c2ccccc2)CC1 (configuration not stated),4,-12,3,-2,i,-1,4,-3,-9
COCCCNC(=O)C[C@H]1C[C@H](C(=O)N2CCCCC2)[C@@]2(CCc3ccccc3)c3[nH]c4cc(CCC(=O)N(C)C)ccc4c3CCN2C1=O,1,-4,-9,-4,i,-3,-5,-2,9
O=C(NCCc1ccc(Cl)cc1)C1CCN(C(=O)N2CCOc3ccccc32)CC1,-3,1,-3,-1,i,-3,6,-5,4
O=C(c1ccccc1)N(Cc1cccnc1)C1(C(=O)Nc2ccccc2)CCCCC1,-2,13,-3,-4,i,-3,3,3,-12
CCC1CCCCN1CCCNC(=O)c1cn(CC)c2ccc(S(=O)(=O)N(C)C3CCCCC3)cc2c1=O (configuration not stated),0,-22,-3,-9,i,-2,14,-8,7
CCCc1cc(=O)n2c(nc3ccccc32)[nH]1,2,-22,-5,-3,+,-15,-11,0,-4
COc1ccc(N(C)S(=O)(=O)c2cccc(C(=O)Nc3nc(C)c(C(C)=O)s3)c2)cc1,3,22,14,-6,i,-7,-2,2,1
O=C(CN1CCN(c2ccc(F)cc2)CC1)Nc1cccc(C(F)(F)F)c1,-1,-1,16,-3,i,-6,6,2,-14
O=C(Cc1ncc(C(F)(F)F)cc1Cl)NC1CC1,0,1,-6,1,i,-6,-2,2,1
COc1ccccc1CNC(=O)COC(=O)c1cc(=O)[nH]c2ccccc12,0,-3,2,-6,i,-8,-12,9,-6
O=C(CN1CCOCC1)NCCNS(=O)(=O)c1ccccc1,0,-4,-5,-9,i,-4,1,-1,12
CC1CN(C(=O)Nc2ccccc2)c2ccccc2-[n+]2ccsc21 (configuration not stated),-1,18,-13,-13,i,-5,8,3,18
Cc1csc(SCc2nc3sc4c(c3c(=O)[nH]2)CCC4)n1,-3,10,-4,4,i,-8,4,-3,1
CCC(=O)Nc1nnc(SCC(=O)Nc2ccc3c(c2)OCCO3)s1,-3,6,-3,0,i,-2,2,2,6
Cc1cccc(N(C)S(=O)(=O)c2c(C)noc2C)c1,-4,0,-1,1,i,-2,5,0,11
COc1ccc2c(c1)[nH]c1c(N3CCN(Cc4ccc5c(c4)OCO5)CC3)ncnc12,0,-8,7,1,i,-2,21,25,-4
CC1(C(=O)NC2CCN(Cc3ccccc3)CC2)CCN1CCc1ccccc1 (configuration not stated),-2,-18,-5,-11,i,1,-7,7,0
Cn1c(=O)[nH]c(=O)c2c1nc(N/N=C/c1ccncc1)n2Cc1ccc(F)cc1,-3,-11,0,10,i,-3,-5,9,-7
O=C(O)C1CCCN(C(=O)NCc2ccccc2)C1 (configuration not stated),-3,13,-7,9,i,-1,9,2,-10
O=C(c1ccc2c(c1)N(Cc1ccccc1)C(=O)c1ccccc1S2)N1CCCC1,-1,18,17,-7,i,-2,-4,-5,-2
COc1ccc(CNC(=O)C[C@H]2C[C@H](C(=O)N3CCOCC3)[C@@]3(C)c4[nH]c5cc(CCC(=O)N(C)C)ccc5c4CCN3C2=O)cc1OC,1,-3,-4,4,i,0,11,2,7
Cc1ccc(C)c(NC(=O)CSc2nc3c(oc4ccccc43)c(=O)n2-c2ccccc2)c1,-1,-2,62*,-2,i,-4,1,-4,-10
CCCNC(=O)C1(C)CCN(Cc2ccc(-c3ccccn3)cc2)C1 (configuration not stated),-4,-1,-1,5,i,-2,5,1,21
O=C(CCc1ccccc1Cl)NC1CCCN(c2ccc(C(F)(F)F)cn2)C1 (configuration not stated),-2,4,14,-9,i,-11,-5,1,0
O=C1NC(NS(=O)(=O)c2ccccc2)(C(F)(F)F)C(=O)N1Cc1ccccc1 (configuration not stated),-2,3,-4,-5,i,-2,-4,-6,12
O=c1cc(N2CCN(c3cccc(Cl)c3)CC2)[nH]c(=O)n1C1CCCCC1,-6,-3,-7,4,i,0,0,-4,-5
COc1ccc2[nH]c3c(c2c1)CCN1C(=O)C(CC(=O)NCCN2CCOCC2)C[C@H](C(=O)N2CCCCC2)[C@@]31CCc1ccccc1 (some centres not stated),1,8,22,-3,i,6,14,-4,-6
O=C(NC1CCN(Cc2ccccc2)CC1)C1CCN(S(=O)(=O)c2ccccc2)CC1,2,8,-2,-6,i,0,8,1,0
CN1CCN(C(c2cccnc2)c2ccc3cccnc3c2O)CC1 (configuration not stated),5,22,-7,-8,i,1,13,3,8
O=C(CN1C(=O)NC2(CCCCC2)C1=O)N(Cc1ccco1)Cc1cccs1,-2,-26,-2,-5,i,-4,4,-4,-14
Cc1ccc(C)c(S(=O)(=O)N2CCCOC2CNC(=O)C(=O)NC2CCCCC2)c1 (configuration not stated),1,-2,0,-17,i,0,-7,-1,-5
NNC(=O)COc1cccc2cccnc12,0,-15,-2,-10,i,-3,11,13,5
CCCCC(=O)Nc1ccc(Br)cc1C(=O)O,2,2,-5,1,i,-1,-3,7,13
CCOc1ccc(CN(C)C(=O)c2ccc(=O)[nH]c2)cc1,0,-7,-2,9,i,-2,-1,-1,3
Cc1ccc(C(=O)N2CCN(c3ccccn3)CC2)cc1[N+](=O)[O-],-3,13,8,2,i,-3,9,2,9
Cn1c(Sc2ccc(C(=O)O)cc2[N+](=O)[O-])nnc1-c1ccccc1,-2,5,-1,14,i,-1,-4,0,-6

# 3 entries from above, as tab-separated lines:
smiles	Rin1-Abl PPI inh	PABP1 MLLE inh	FAS TE block	eLon inh	Neddyl block	MsrA act	SKN-1 block	MT1-MMP act inh	CendR NRP1 mod
COc1ccc(N(C)S(=O)(=O)c2cccc(C(=O)Nc3nc(C)c(C(C)=O)s3)c2)cc1	3	22	14	-6	i	-7	-2	2	1
O=C(CN1CCN(c2ccc(F)cc2)CC1)Nc1cccc(C(F)(F)F)c1	-1	-1	16	-3	i	-6	6	2	-14
O=C(Cc1ncc(C(F)(F)F)cc1Cl)NC1CC1	0	1	-6	1	i	-6	-2	2	1

# (cont.)
SMILES,Rin1-Abl PPI inh,PABP1 MLLE inh,FAS TE block,eLon inh,Neddyl block,MsrA act,SKN-1 block,MT1-MMP act inh,CendR NRP1 mod
COc1ccccc1CN(C)CC(=O)Nc1cccc(S(=O)(=O)N2CCCCC2)c1,0,17,12,6,i,-2,5,2,10
CCOCCCNC(=S)Nc1ccc2nc3n(c(=O)c2c1)CCCCC3,3,18,-5,-16,i,-6,11,-1,-5
N#CC1=C2SC=C(c3ccc(Br)cc3)N2CCCC1=O,-2,7,32,-11,i,-6,10,-1,-45
Cc1csc(=O)n1CCC(=O)OCC(=O)Nc1cc(Cl)ccc1[N+](=O)[O-],1,5,5,-11,i,-9,-12,1,2
C[C@@H]1CN([C@H](C)CO)C(=O)CCCn2nncc2CO[C@H]1CN(C)S(=O)(=O)c1ccc(Oc2ccccc2)cc1,0,3,-7,3,i,-1,10,-2,-6
CCCCC(CCC(=O)Nc1ccc(C(=O)OCC)cc1)C(=O)O (configuration not stated),2,14,-4,-1,i,-10,-14,-1,-13
CCN(CC)c1ccc(NC(=O)c2cnc3ccccn3c2=O)c(C)c1,-2,-23,-6,-1,i,-10,-11,-6,-6
CC1CCC2C(=O)N(c3ccccc3OC(=O)c3ccccc3)C(=O)C2C1 (configuration not stated),-4,1,-5,2,i,-2,-3,-26,-12
Cn1c(=O)n(Cc2ccccc2)c(=O)c2c1nc1n2CCS1,4,7,16,8,i,1,3,-1,6
Cc1cc(NC(=O)C2CCCN2C(=O)Nc2c(C)cccc2C)ccc1-n1cnnn1 (configuration not stated),-2,-1,-2,0,i,1,14,0,2

# Marked active in Neddyl block (from the list above):
Molecule | Rin1-Abl PPI inh | PABP1 MLLE inh | eLon inh | Neddyl block | MsrA act | SKN-1 block | MT1-MMP act inh | CendR NRP1 mod
CCCc1cc(=O)n2c(nc3ccccc32)[nH]1 | 2 | -22 | -3 | + | -15 | -11 | 0 | -4
